Screening results deposited in PubChem by several laboratories.
CR mimetic SO: reduction of superoxide in aged yeast, primary screen, HTS | superoxide response (% of plate mean), % at 10 µM | S. cerevisiae aged cells, superoxide DHE fluorescence; active compounds read low | actives 0.18% (n = 330,000);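 active = superoxide response under a set limit, about three screen SD below normal, cut at about 65% in these data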;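 note: yeast aged for seven days with compound at 30 °C before DHE staining; 100% = average MFI of all compound-treated wells on the plate with controls excluded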
ZTA DNA inh: blocks Epstein-Barr virus ZTA, an EBNA-1 counter-screen | ZTA-DNA binding, fluorescence polarization | inhibition, % at 11 µM | actives 0.15% (n = 320,000); in the data active = inhibition above about 33%
Target sequence (P03206 whole entry, looked up): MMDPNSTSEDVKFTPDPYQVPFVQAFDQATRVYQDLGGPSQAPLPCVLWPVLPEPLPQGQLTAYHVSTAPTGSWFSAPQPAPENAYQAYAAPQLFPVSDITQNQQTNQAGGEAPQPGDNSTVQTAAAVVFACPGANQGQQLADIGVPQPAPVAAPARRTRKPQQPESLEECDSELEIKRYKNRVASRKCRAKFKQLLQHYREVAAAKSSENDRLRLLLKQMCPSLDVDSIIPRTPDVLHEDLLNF
TPT1 inh: Candida albicans TPT1 enzyme inhibitors, primary screen, biochemical, fluorescence polarization | inhibition, % at 5 µM | tRNA 2'-phosphotransferase TPT1 (Candida albicans SC5314) | actives 0.81% (n = 300,000) | AID 1962, 2009 | recombinant caTPT1, FP RNA substrate dephosphorylation;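 active = inhibition above the mean of all tested compounds plus 3 SD, set per screening campaign, cut at about 24% in these data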;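 note: plate controls were DMSO alone for no effect and ferristatin control at 100 nM for full effect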
PP5 primary: PP5 phosphatase inhibitors, primary screen, biochemical, fluorescence; Serine/threonine-protein phosphatase 5 (Homo sapiens), P53041; purified PP5c, OMFP substrate fluorescence; inhibition, % at 6.7 µM; actives 0.18% (n = 320,000); AID 1987, 2009;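 active = inhibition above the campaign's mean inhibition across all tested compounds plus 3 SD, cut at about 9.5% in these data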;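 note: 0% = DMSO only and 100% = 100 µM cantharidin control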
Target sequence (P53041 whole entry, looked up): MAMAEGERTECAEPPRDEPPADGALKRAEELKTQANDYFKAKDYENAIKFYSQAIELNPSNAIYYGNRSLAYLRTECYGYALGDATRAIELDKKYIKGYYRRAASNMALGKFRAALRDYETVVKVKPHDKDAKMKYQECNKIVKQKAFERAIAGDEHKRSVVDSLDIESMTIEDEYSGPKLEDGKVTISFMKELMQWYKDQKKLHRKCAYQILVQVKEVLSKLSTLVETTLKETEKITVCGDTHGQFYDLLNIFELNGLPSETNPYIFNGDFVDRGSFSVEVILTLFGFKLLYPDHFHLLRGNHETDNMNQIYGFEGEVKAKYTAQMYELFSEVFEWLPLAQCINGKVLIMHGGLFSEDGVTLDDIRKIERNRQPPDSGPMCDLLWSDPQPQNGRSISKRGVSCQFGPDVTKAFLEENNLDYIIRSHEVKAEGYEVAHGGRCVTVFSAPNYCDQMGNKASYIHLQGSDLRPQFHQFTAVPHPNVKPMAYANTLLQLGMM
PP1 counter: PP1-alpha phosphatase inhibitors, primary screen, counter-screen for PP5 inhibitor project, biochemical, fluorescence, OMFP substrate, single point. Serine/threonine-protein phosphatase PP1-alpha catalytic subunit (Homo sapiens), P62136. purified PP1alpha. inhibition, % at 6.7 µM. actives 0.9% (n = 320,000). AID 2235, 2010;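 active = inhibition above the mean inhibition of all tested compounds plus 3 SD, computed separately for each screening campaign, cut at about 15% in these data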
HCV core dimer: inhibitors of HCV core protein dimerization, primary screen, biochemical, TR-FRET, high-throughput; TR-FRET GST/Flag-core106 dimerization, 1536-well; inhibition, % at 5 µM; actives 0.33% (n = 300,000); AID 1899, 2009;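 active = inhibition above the mean of all tested compounds plus 3 SD, set per screening campaign, cut at about 45% in these data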
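Assay system: Tagged HCV core106 pair (GST and Flag) | Buffer or medium: KF-containing HEPES buffer, pH 7.45, DTT, CHAPS, BSA | Also added: Eu donor and XL665 acceptor anti-tag antibodies | Dosing: One concentration, 5 µM, in 0.5% DMSO | Timing: 4 h at 22.5 °C | Technique: TR-FRET 671 and 617 nm emission | Repeats: Singlicate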
EBNA-1 inh: EBNA-1 DNA-binding inhibitors, primary screen, biochemical, fluorescence polarization | actives 0.34% (n = 300,000) | AID 1950, 2009 | inhibition, % at 14.8 µM; in the data active = inhibition above about 28%
JMJD2C inh: inhibitors of GASC-1 histone demethylase, primary screen, biochemical, fluorescence, DELFIA europium; Lysine-specific demethylase 4C (Homo sapiens), Q9H3R0; GST-JMJD2C(1-420) H3K9me3 demethylation; inhibition, % at 2.35 µM; actives 0.069% (n = 330,000);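 active = more than half of a compound's replicate wells show inhibition beyond 50%, single wells judged on their own value; inconclusive = some, but no more than half, of replicates pass 50% inhibition; inactive = no replicate passes 50% inhibition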;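 note: signal counts dimethyl H3K9 product captured on neutravidin plate; 0% = median of DMSO wells and 100% = 0.3 times that DMSO median; strong numbers were not always called active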
CTSL1 counter: Fasciola hepatica cathepsin L1 inhibitors, primary screen, counter-screen for PFM18AAP inhibitor project, biochemical, QFRET, fluorogenic peptide substrate | actives 0.49% (n = 300,000) | inhibition, % at 5.96 µM | recombinant F. hepatica cathepsin L1, Z-Leu-Arg-MCA fluorescence | AID 1906, 2009;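 active = inhibition above the mean of all tested compounds plus 3 SD, set per screening campaign, cut at about 17% in these data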;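 note: 0% = plate median of test compound wells and 100% = 1 µM Z-Phe-Ala-diazomethylketone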
Numbers without * were called inactive; ? = inconclusive; nt = no result given.

Each structure is followed by: CR mimetic SO, ZTA DNA inh, TPT1 inh, PP5 primary, PP1 counter, HCV core dimer, EBNA-1 inh, JMJD2C inh, CTSL1 counter
#1 Cn1ncc(Oc2ccc([N+](=O)[O-])cc2)c(Cl)c1=O
    97, -16, -1, 0.5, 1, -1, -10, 11, 3
#2 O=C(O)CP(=O)(O)O
    96, 12, 1, 9.2, -8, -10, 8, -6, -6
#3 CCOc1ccccc1NC(=O)Cn1nnc(C(=O)NCc2ccco2)c1N
    96, -18, -2, 0.3, 5, -5, -8, 20, -1
#4 CCOC(=O)N1CCC(NC(=O)c2cc(S(=O)(=O)N(CC)CC)ccc2F)CC1
    106, -6, -1, -0.2, 1, 10, -3, 3, 12
#5 Cc1ccc(N2C(=O)CC(NNC(=O)c3cccc(S(=O)(=O)N4CCCC4)c3)C2=O)cc1 (stereo not drawn)
    99, 13, -3, -1.7, -4, 0, 6, 0, -3
#6 CCOc1cc(/C=N/NC(=O)c2ccc(CN3CCOCC3)cc2)ccc1OCc1ccccc1
    96, -3, 0, 2.7, 1, 2, -1, 22, 6
#7 CCCCCCCC(=O)N/N=C(\C)c1cccnc1
    91, -13, -6, -1.9, 0, -4, 9, -3, 4
#8 O=C(O)/C(=C\c1ccco1)NC(=O)c1ccco1
    87, 4, 1, 1.0, 2, 2, 0, 4, 1
#9 O=C(NCC1CCCN(Cc2cccc(OCCO)c2)C1)c1ccc(F)cc1 (stereo not drawn)
    104, -18, 1, 0.3, 1, 1, -5, 2, 11
#10 COc1ccc(Oc2cc(C)c3ccccc3n2)cc1
    81, -10, 1, 0.3, 0, -8, -3, 5, 5
#11 CCOc1ccc(Cc2c(Cl)nc(SC)nc2OC)cc1
    93, 5, 3, 3.1, -2, -9, -5, -5, 3
#12 Cn1nc(-c2ccccc2)cc1NC(=O)Nc1ccc(F)cc1
    102, -4, -2, 1.7, -5, -3, -2, -1, 0
#13 CCCS(=O)(=O)NCCc1cc2c(C)ccc(C)c2[nH]c1=O
    107, -9, 1, -0.1, -3, -2, -2, -3, 3
#14 COc1ccc(CNC(=O)COC(=O)CCc2nc3ccccc3c(=O)[nH]2)cc1
    80, 6, 3, 1.2, -1, -3, 3, -2, 0
#15 CCOC(=O)C1=C(C)OC2(O)c3ccccc3C(=O)C12O (stereo not drawn)
    104, 15, 1, 12*, 2, -13, 10, ?, 59*
#16 CCCc1nnc(N2C(=O)c3cccc4cccc(c34)C2=O)s1
    97, -6, 0, 1.9, -1, 4, -5, 0, -4
#17 O=C(/C=C/c1ccccc1[N+](=O)[O-])N1CCOCC1
    88, -22, 0, -3.4, 1, -2, -1, -19, -10
#18 CCOc1ccccc1NS(=O)(=O)N(C)C
    74, -14, 0, 4.2, -5, -2, 2, 2, 1
#19 O=C(CCC(NC(=O)OCc1ccccc1)C(=O)OCc1ccccc1)NCC(=O)OCc1ccccc1 (stereo not drawn)
    107, 8, -2, 1.1, -2, -5, 1, -15, -21
#20 C/C(=N/OC(=O)c1cccc(C(F)(F)F)c1)c1cnccn1
    110, 2, 3, 0.1, 0, -1, -6, -13, 7
#21 CCOc1ccc(S(=O)(=O)Nc2ccc(S(=O)(=O)N3CCOCC3)cc2)cc1
    98, -18, 0, 0.7, 0, -6, 3, 13, -2
#22 C=CCNC(=O)/C(=C/c1cn(-c2ccccc2)nc1-c1cccc([N+](=O)[O-])c1)NC(=O)c1ccccc1
    110, -13, 0, 4.3, 2, -3, -3, 4, -3
#23 Cc1ccccc1OCC(=O)N/N=C/c1cn(Cc2ccccc2)c2ccccc12
    108, -11, -1, 5.0, 12, 25, -6, -4, 0
#24 CNC(=O)C(=O)NCC1OCCCN1S(=O)(=O)c1cccs1 (stereo not drawn)
    86, -2, -3, 0.4, -2, 6, -7, -9, -3
#25 CCOC(=O)N1CCN(c2c(NCc3ccc(F)cc3)c(=O)c2=O)CC1
    93, 4, -3, 1.6, -6, -1, 2, 0, 3
#26 COc1ccc(Cl)cc1C(=O)NC(=S)Nc1nc(C)cc(C)n1
    82, 7, 0, -1.7, 0, 2, 4, -1, 2
#27 CCn1c(SCC(=O)Nc2ccc(OC)cc2)nc2nc3c(cc2c1=O)COC(C)(C)C3
    96, 4, 3, 3.9, -7, 0, -6, nt, 3
#28 Cc1ccc(S(=O)(=O)N2CCCCC2CCNC(=O)C(=O)NC2CC2)cc1 (stereo not drawn)
    94, -10, -3, 0.0, -5, -2, -9, 4, 6
#29 CCC1Oc2ccccc2N(CC(=O)NCCCN2CCN(CC)CC2)C1=O (stereo not drawn)
    106, -3, 0, 3.7, -2, 4, -2, 22, 1
#30 CC(C)NC(=O)c1cnc(Sc2ncc(C(F)(F)F)cc2Cl)n1C
    103, -13, -3, 1.2, -5, -1, -11, 4, -2
#31 Cc1cc(C)cc(OCc2nnc(SCC(=O)c3ccccc3)o2)c1
    100, -11, -2, 4.6, 7, 1, 13, -6, -1
#32 O=C(COC(=O)c1cncc(Br)c1)Nc1nnc(-c2ccccc2)o1
    95, -1, 0, -0.5, 3, 5, -2, -2, -3
#33 S=c1[nH]nc(-c2ccncc2)n1/N=C/c1ccccc1
    100, 12, 1, 2.7, 4, -3, -3, 0, -2
#34 Cc1cc(C)c[n+](C2=C([O-])c3ccccc3C(=O)/C2=N\S(=O)(=O)c2cccs2)c1
    147, 10, -2, 0.3, -2, -19, 12, -8, 13
#35 C[n+]1ccc(/C=C/c2ccc(Br)cc2)cc1
    100, -1, 1, 0.5, -2, -4, 5, -5, 4
#36 CCCc1cc(=O)oc2cc(C)cc(O)c12
    123, 0, 1, 3.0, -3, 3, -7, -8, 0
#37 CCn1c(SCC(=O)Nc2ccc(C(=O)OC)cc2)nnc1-c1cccs1
    89, 10, 1, 2.3, 0, 1, 4, 3, -2
#38 COC(=O)c1c(-c2ccccc2)csc1NC(=O)CSc1ncnc2sc(C)c(C)c12
    98, 8, 2, 0.0, -1, 6, 13, -7, 0
#39 COc1cccc(CNS(=O)(=O)c2cc3c4c(c2)CCN4C(=O)CC3)c1
    107, -13, 1, -2.7, -1, 4, -9, -5, 4
#40 COc1cccc(C2c3[nH]c4ccccc4c3CCN2C(=O)c2ccccc2F)c1OC (stereo not drawn)
    106, 12, 2, 4.8, -2, 10, -17, 9, -6
#41 CC1=[N+]([O-])C(C)(C)CC(C)(C)c2ccccc21
    94, -6, -1, -1.9, -2, -2, 0, 3, 0
#42 CCCn1c(NC(=O)c2cccc(S(=O)(=O)N3CCCC3)c2)nc2ccccc21
    95, 9, 3, -0.5, 3, 11, 9, -4, -1
#43 CO/N=C/c1ccc(Sc2ccc(C)cc2)c([N+](=O)[O-])c1
    92, 6, -9, 1.5, 2, 1, 5, -15, 5
#44 Cc1ccc(SCc2c(C(=O)N/N=C/C3CC=CCC3)nnn2-c2nonc2N)cc1 (stereo not drawn)
    104, -11, 3, 0.5, 1, 3, -2, 9, 2
#45 COCc1cc(=O)[nH]c(Nc2nc3ccc(C)cc3o2)n1
    94, 1, -5, 0.5, 1, -7, 0, -4, 1
#46 COc1ccc(CCNC(=O)CCC(=O)N2CC(C)Oc3ccccc32)cc1OC (stereo not drawn)
    114, -5, -1, -1.1, -3, -15, 3, -3, 1
#47 O=C(Nc1ccc2oc(=O)ccc2c1)c1cccnc1
    90, 7, 3, -2.6, -1, 4, 7, -7, -2
#48 OCCC1CN(Cc2ccccc2-c2ccco2)CCN1Cc1ccccc1 (stereo not drawn)
    106, -7, -3, -5.6, 0, -21, 6, 5, 5
#49 COc1cccc(/C=N/n2c(-c3cccs3)n[nH]c2=S)c1
    103, 14, -6, 2.6, -1, 6, -3, -4, -4
#50 O=C(CN1CCOCC1)Nc1ncc(Cc2ccccc2Cl)s1
    102, 7, 0, 0.1, 4, -2, 6, 19, 0
#51 COC(=O)Cc1ccc(OCC(=O)Nc2ccc(OC(F)(F)F)cc2)cc1
    101, -3, 0, 3.2, -1, 8, 0, 7, 0
#52 C=CCn1c(SCC(=O)NC(N)=O)nnc1-c1cc2c(s1)CCC(CC)C2 (stereo not drawn)
    99, -8, -3, 3.6, 6, -2, -2, 14, -1
#53 CCNC(=S)N1CCCC(C(N)=O)C1 (stereo not drawn)
    104, 8, -1, 0.6, -1, -2, 6, 6, -1
#54 Cc1ccc(C)n1-c1sc2c(c1C#N)CCCC2
    98, 4, -1, 0.8, -3, 20, 6, 1, 4
#55 COc1cc(Cn2ccnc2)c(OC)cc1Cn1ccnc1
    81, -3, -1, 0.1, -2, -1, 0, -3, -3
#56 Cc1ccc(S(=O)(=O)CCc2nnc(NC(=O)COc3cccc(C)c3)s2)cc1
    80, 8, -2, -0.1, 2, -4, 15, -6, 0
#57 O=C(NCc1cccnc1)c1cccs1
    87, 19, -1, -1.8, 0, 2, -2, 4, 1
#58 COc1ccc(NC(=O)C(c2ccc(C)cc2)N(C)C(=O)Cc2cccs2)cc1 (stereo not drawn)
    108, -9, 1, 4.6, 2, 2, -2, 5, -5
#59 CCOc1ccc(CO/N=C/c2c(C)[nH]c(=O)[nH]c2=O)cc1
    92, -1, -2, 0.1, -1, -4, 1, -2, 1
#60 COc1cc(-c2nnc(CSc3nnc(Nc4ccc(C(C)C)cc4)s3)o2)cc(OC)c1OC
    106, 11, -1, 2.5, 5, 2, -8, 1, -1

Whole records, looked up by structure:
COc1cc(-c2nnc(CSc3nnc(Nc4ccc(C(C)C)cc4)s3)o2)cc(OC)c1OC is entered as CR mimetic SO = 106; ZTA DNA inh = 11; TPT1 inh = -1; PP5 primary = 2.5; PP1 counter = 5; HCV core dimer = 2; EBNA-1 inh = -8; JMJD2C inh = 1; CTSL1 counter = -1
O=C(CN1CCOCC1)Nc1ncc(Cc2ccccc2Cl)s1 is entered as CR mimetic SO = 102; ZTA DNA inh = 7; TPT1 inh = 0; PP5 primary = 0.1; PP1 counter = 4; HCV core dimer = -2; EBNA-1 inh = 6; JMJD2C inh = 19; CTSL1 counter = 0
